# Screening results (PubChem BioAssay)
# IEC-6 cytotox: kills IEC-6 intestinal cells in KLF5 counter-screen. IEC-6 cytotoxicity, luminescence viability. inhibition, % at 5 µM. AID 1825. 0.78% of 290,000 active; in the data active = inhibition above about 22%;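 note: 0% = plate median of test compound wells and 100% = cytotoxic reference compound wells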
# aSyn UTR inh: 5' untranslated region of α-synuclein, MLPCN primary screen; alpha-synuclein 5'UTR reporter, inhibitor activity; inhibition, % (tested at 7.5 µM); 0.82% of 300,000 active; in the data active = inhibition above about 60%;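 note: H4 neuroglioblastoma cells stably carrying SNCA 5'UTR luciferase fusion; 0% = DMSO wells and 100% = positive control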
# HSF1 inh: HSF1 inhibition. activity change, negative = inhibition, % at 7.5 µM (by protocol). 0.77% of 300,000 active. NIH3T3-HGL HSE-luciferase, MG132-induced, luminescence 8 h; hits give low values;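 active = more than half of replicate wells show activity change below -50%, luminescence cut by over half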;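 note: luciferase reports HSF-1 transcriptional activity via heat shock element; 0% = median of DMSO wells and -100% = zero luminescence signal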
# GSK3B inh: human GSK3beta kinase inhibition | AID 2097 | 0.038% of 300,000 active | P49841 | activity score (negative = inhibition), % at 10 µM | GST-GSK3beta kinase, ADP-Glo luminescence, 60 min; hits give low values;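 active = more than half of replicate wells score below -50%, meaning over 50% inhibition versus plate controls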;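 note: 0% = median DMSO wells and -100% = median GW8510 positive control wells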
# Target sequence (P49841 whole entry, looked up): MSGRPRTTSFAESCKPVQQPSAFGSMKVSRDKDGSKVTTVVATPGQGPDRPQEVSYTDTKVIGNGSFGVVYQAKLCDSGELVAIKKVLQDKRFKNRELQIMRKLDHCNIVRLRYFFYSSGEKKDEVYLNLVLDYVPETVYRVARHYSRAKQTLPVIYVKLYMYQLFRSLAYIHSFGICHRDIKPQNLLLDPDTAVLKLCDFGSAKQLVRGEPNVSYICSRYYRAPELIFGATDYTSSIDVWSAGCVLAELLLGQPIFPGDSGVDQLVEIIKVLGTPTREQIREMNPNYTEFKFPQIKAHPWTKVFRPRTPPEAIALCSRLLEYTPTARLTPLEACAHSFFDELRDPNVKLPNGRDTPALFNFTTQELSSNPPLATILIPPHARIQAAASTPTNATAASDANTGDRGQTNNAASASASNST
#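 test system = GST-tagged human GSK3beta kinase, cell-free | reagent = 25 µM ATP with peptide substrate | dosing = one dose of 10 µM per compound | schedule = 60 min reaction, RT | detection = luminescent ADP-Glo measurement of ADP formed | control set = DMSO neutral wells and GW8510 at 20 µM as positive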
# GSK3 alpha inh: blocks human GSK-3 alpha kinase; ADP-Glo luminescence, 60 min; inhibition, % at 10 µM; P49840; 0.1% of 320,000 active; AID 2650;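 in the data active = inhibition above about 50%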;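 note: GST-tagged GSK-3 alpha with peptide substrate and 25 µM ATP; 0% = DMSO neutral wells and 100% = GW8510 positive control wells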
# Target sequence (P49840 whole entry, looked up): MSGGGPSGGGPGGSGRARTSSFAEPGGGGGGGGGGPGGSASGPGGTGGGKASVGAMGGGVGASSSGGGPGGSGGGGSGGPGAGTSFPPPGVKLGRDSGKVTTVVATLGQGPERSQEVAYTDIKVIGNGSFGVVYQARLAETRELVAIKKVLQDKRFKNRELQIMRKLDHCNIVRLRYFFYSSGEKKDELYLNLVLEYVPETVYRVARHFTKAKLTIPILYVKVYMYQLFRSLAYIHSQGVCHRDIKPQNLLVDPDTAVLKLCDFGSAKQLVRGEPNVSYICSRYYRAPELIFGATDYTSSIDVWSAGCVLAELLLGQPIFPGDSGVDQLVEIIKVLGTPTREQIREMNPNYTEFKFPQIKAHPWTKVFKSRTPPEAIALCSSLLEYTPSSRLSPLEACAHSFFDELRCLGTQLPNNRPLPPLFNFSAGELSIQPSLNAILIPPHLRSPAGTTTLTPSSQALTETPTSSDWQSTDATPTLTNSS
# PolyA inhibitor: yeast polyadenylation inhibition. calls only at 12 µM. S. cerevisiae SKY197-pL101 polyadenylation reporter, beta-gal luminescence; efflux-impaired pdr1/pdr3 knockout yeast; score 100 = 6 SD above DMSO. 0.02% of 300,000 active. AID 1875;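 active = lowest replicate activity score at least 50, where 100 means six control SD above control mean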;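 note: yeast exposed to compound for 9 h at 30 °C; higher score means more reporter readthrough which indicates perturbed polyadenylation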
# KLF5 inhibitor: inhibitors of KLF5 expression; DLD-1 KLF5 promoter-luciferase reporter, luminescence; inhibition, % at 5 µM; 0.23% of 290,000 active;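 active = inhibition above a per-plate limit of that plate's mean compound inhibition plus 3 SD, cut at about 60% in these data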;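 note: 0% = DMSO wells and 100% = LY294002 at 200 µM; higher means less KLF5 promoter-driven luciferase light; inactives centre near -14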
# HSF-1 act: increases HSF-1 driven luciferase reporter signal. NIH3T3-HGL HSF-1 luciferase reporter, MG132, 8 h; 100% = twice DMSO control signal. 1.7% of 300,000 active. activation, % at 9 µM;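 active = mean replicate activation of at least 50% with a set share of replicates each reaching 50%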;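 note: 0% = median of the neutral control wells and 100% = twice that signal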
# AI-2 QS modul: modulators of Vibrio harveyi AI-2 quorum sensing system; Vibrio harveyi JMH597 AI-2 luminescence/OD600 ratio, 9 h; hits give low values; strain lacks LuxN and CqsS sensors; 0 = neutral-control median; activity change, % at 7.5 µM; 0.4% of 300,000 active; in the data active = activity change below about -75%, passing the limit was not always enough;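 note: luminescence divided by OD600 gain over 9 h not by final OD600 alone; inactives centre near 13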
# HSP90 inh: blocks HSP90-mediated luciferase refolding in reticulocyte lysate. Rabbit reticulocyte lysate, luciferase refolding luminescence, 3 h. inhibition, % at 5.6 µM. 0.91% of 290,000 active. AID 1789;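 active = inhibition above the screen-wide mean plus 3 SD, computed separately per campaign, cut at about 16% in these data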;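 note: 0% = DMSO wells and 100% = 60 µM geldanamycin wells; inhibitors lower the luminescence because luciferase stays unfolded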
# An asterisk follows results filed as active; i = inactive; x = no result given; & = joins results of further samples.
# The opening 3 records as a preview:
SMILES,IEC-6 cytotox,aSyn UTR inh,HSF1 inh,GSK3B inh,GSK3 alpha inh,PolyA inhibitor,KLF5 inhibitor,HSF-1 act,AI-2 QS modul,HSP90 inh
Cc1oc(C(C)(C)C)cc1C(=O)Nc1cccc(/C=C/C(=O)O)c1,0,14,-8,2,0,i,-39,-29,9,-2
COc1cc(/C=C/C(=O)OCC(=O)c2c(N)n(C)c(=O)n(C)c2=O)ccc1OC(F)F,-4,13,-7,-2,x,i,-4,-5,10,1
Cc1cccc(NC(=O)CSc2ncnc3nc[nH]c23)c1,4,-12,-4,-1,0,i,-15,0,16,0

# Results (from the top)
SMILES,IEC-6 cytotox,aSyn UTR inh,HSF1 inh,GSK3B inh,GSK3 alpha inh,PolyA inhibitor,KLF5 inhibitor,HSF-1 act,AI-2 QS modul,HSP90 inh
Cc1oc(C(C)(C)C)cc1C(=O)Nc1cccc(/C=C/C(=O)O)c1,0,14,-8,2,0,i,-39,-29,9,-2
COc1cc(/C=C/C(=O)OCC(=O)c2c(N)n(C)c(=O)n(C)c2=O)ccc1OC(F)F,-4,13,-7,-2,x,i,-4,-5,10,1
Cc1cccc(NC(=O)CSc2ncnc3nc[nH]c23)c1,4,-12,-4,-1,0,i,-15,0,16,0
CCc1cc(=O)oc2c(C)c(OC(C)C(=O)NCCCN3CCOCC3)ccc12 (stereo unspecified),1,-8,-6,2,7,i,-29,5,3,2
C=CCNC(=O)c1ccccc1NC(=O)c1ccccc1C,2,-9,-7,-1,-1,i,-16,9,7,-1
COC(C[C@@H]1O[C@@H]1[C@@H](O)COCc1ccccc1)OC,x,2,1,23,x,i,x,8,20,x
COc1ccccc1NC(=O)CSc1nn2c(=O)c(C)nnc2s1,2,-2,-8,-1,-3,i,-34,-9,-8,3
Cc1csc(SCC(=O)Nc2ccc(S(=O)(=O)N3CCCC3)cc2)n1,1,2,-5,-4,-6,i,-35,14,40,2
CCC(C(=O)NC1CCCCC1)N(CC1CCCO1)C(=O)CNS(=O)(=O)c1ccc(OC)cc1 (stereo unspecified),-1,9,14,0,x,i,-5,3,18,5
CCOC(=O)Cc1csc(NC(=O)c2ccc(S(=O)(=O)N3CCCCC3)cc2)n1,3,-2,8,0,-3,i,-21,0,28,0
CN(C)C(CNC(=S)Nc1ccc(F)cc1)c1cccnc1 (stereo unspecified),7,-5,-4,0,2,i,6,-3,14,1
CCOc1c(C)cc(-c2ncccc2O)cc1C,0&0,-34,11&6,3&1,-1&1,i,-22&-52,3&-4,15&40,1&2
CC1C/C(=N/N=C2/NC(=O)CS2)CC(C)(C)C1 (stereo unspecified),4,23,1,7,0,i,-10,1,23,0
COc1ccc(NC(=O)c2ccc(OC(=S)N(C)c3ccc(OC)cc3)cc2)cc1,0,3,-2,-1,-2,i,2,-12,23,-1
CCN(C(=O)Cn1nnc(-c2ccccc2)n1)C1CCS(=O)(=O)C1 (stereo unspecified),x,9,-4,-2,1,i,x,-14,13,x
O=C(COc1ncnc2sccc12)N1CCc2ccccc2C1,4,-6,3,-2,-1,i,-36,1,8,0
CC12COC3(C(=O)N4CCN(c5ccccn5)CC4)CC1CCC32C (stereo unspecified),-2,-10,-6,-1,0,i,-19,3,10,7
O=C(C(=S)N1CCOCC1)c1c[nH]c2ccccc12,5,38,-4,x,x,i,-16,-10,x,1
Cc1ccc(S(=O)(=O)NC(=O)Nc2c(C)n(C)n(-c3ccccc3)c2=O)cc1,6,16,3,1,-2,i,14,11,-2,5
CCNC(=S)N=Nc1c(O)[nH]c2ccc(C(C)C)cc12,1,63*,10,-3,-1,i,-11,-2,15,-3
COc1cccc(/C=C2\CCCCC2=O)c1,0,-1,3,x,1,i,-41,6,x,-3
CCOC(=O)NC(c1ccccc1)C1CCCCC1=O (stereo unspecified),-6,6,-1,2,-1,i,3,7,44,-2
CCCCCN1C/C=C\C(c2ccc(OC)cc2)N(Cc2ccc(F)cc2)C(=O)C1 (stereo unspecified),x,5,-5,3,-2,i,x,x,4,x
O=C(CCc1nc2ccccc2s1)NC1CCOC1=O (stereo unspecified),-5,4,-1,0,-3,i,-35,11,17,2

# Molecules shown so far containing fluorine:
SMILES,IEC-6 cytotox,aSyn UTR inh,HSF1 inh,GSK3B inh,GSK3 alpha inh,PolyA inhibitor,KLF5 inhibitor,HSF-1 act,AI-2 QS modul,HSP90 inh
COc1cc(/C=C/C(=O)OCC(=O)c2c(N)n(C)c(=O)n(C)c2=O)ccc1OC(F)F,-4,13,-7,-2,x,i,-4,-5,10,1
CN(C)C(CNC(=S)Nc1ccc(F)cc1)c1cccnc1 (stereo unspecified),7,-5,-4,0,2,i,6,-3,14,1
CCCCCN1C/C=C\C(c2ccc(OC)cc2)N(Cc2ccc(F)cc2)C(=O)C1 (stereo unspecified),x,5,-5,3,-2,i,x,x,4,x

# (list continues)
SMILES,IEC-6 cytotox,aSyn UTR inh,HSF1 inh,GSK3B inh,GSK3 alpha inh,PolyA inhibitor,KLF5 inhibitor,HSF-1 act,AI-2 QS modul,HSP90 inh
CCOc1ccc(NC(=O)COc2ccc(C(=O)NCCc3ccccc3)cc2)cc1,5,23,2,2,-2,i,-2,-12,4,4
Cc1ccc(OCC(=O)N/N=C\c2ccco2)c(C)c1,2,-1,-1,2,-1,i,-21,1,30,-1
O=C(NC(C(=O)N/N=C/c1ccncc1)c1n[nH]c(=O)c2ccccc12)c1ccccc1 (stereo unspecified),-8,-3,6,5,0,i,7,-8,6,1
CC(C)(C)C(=O)NC(=S)Nc1ccc(F)cc1,-12,-84,-3,2,-1,i,-28,0,9,2
COc1ccc(-c2nn(-c3ccccc3)cc2C(=O)n2nnc3ccccc32)cc1,-4,-11,14,-4,0,i,-32,29,9,0
O=C1CN(C(=O)CSc2nnc3ccccn23)c2ccccc2N1,-10,-26,-5,2,2,i,-1,0,24,-3
CC(C)(C)NS(=O)(=O)c1ccc(CCC(=O)NCc2ccccn2)cc1,0,18,-2,2,2,i,-20,1,-7,6
O=C(CCn1cccc1)Nc1ccc(F)cc1,-3,-6,-1,-2,-3,i,-33,13,-40,0
CN1CCc2nc(SCc3ccc(Cl)cc3)c(C#N)c(-c3cccs3)c2C1,-3,-4,156,0,1,i,-18,190*,13,3
Cc1ccc(CNc2nc(N)c([N+](=O)[O-])c(NCCO)n2)cc1,7,39,2,-39,51*,i,-19,-2,16,3
Cc1ccc2c(c1)/C(=C/c1ccco1)C(=O)N2,10,-65,6,-3,-1,i,-7,24,14,2
CCCc1cc(=O)oc2c(C)c(OC(C)C(=O)NCc3ccccn3)ccc12 (stereo unspecified),1,9,-8,3,1,i,-13,-19,x,-4
O=C(O)C1CSC2c3ccccc3C(=O)N12 (stereo unspecified),-4,8,-6,2,-7,i,0,-8,60,1
Cc1cc(C)c(NC(=O)C2CC3CCC2C3)c(C)c1 (stereo unspecified),1,-21,5,0,-4,i,-7,-2,-9,0
Cc1cccc(Nc2nc(NCCCN3CCOCC3)nc(N)c2[N+](=O)[O-])c1,-10,32,8,-74*,75*,i,-19,4,16,-5
O=S(=O)(c1ccccc1Cl)N1CCCC1c1nc(-c2cccc(Cl)c2)no1 (stereo unspecified),-8,-14,11,4,-1,i,-13,14,17,2
CC(=O)N/C(=C\c1ccccc1)C(=O)NC(C)C(=O)O (stereo unspecified),5,-4,-6,1,0,i,-11,1,20,-1
Cc1ccc(NC(=O)c2cnn(-c3ccccc3)c2C)cc1C,-1,41,-8,2,-1,i,-4,-9,33,44*
Cc1cccc(C)c1NC(=O)C1(N(C(=O)c2ccccn2)c2ccc(O)cc2)CCCCC1,7,25,1,0,1,i,-5,8,10,1
COc1ccc(C(=O)NNC(=O)C2=NN(c3ccccc3)C(=O)CC2)cc1,-3,-1,-1,-1,2,i,-5,-7,26,-1
COc1cc(NC(=O)CCNC(=O)Cn2cnc3sc4c(c3c2=O)CCCC4)cc(OC)c1OC,0,-13,5,1,0,i,-13,19,35,-3
C/C=C(/C)C(=O)Nc1cccc(C2=NOC3(C2)C[C@@H](C(N)=O)N(C(=O)CC(c2ccccc2)c2ccccc2)C3)c1 (stereo partly specified),x,-39,2,0,-6,i,x,9,26,x
CCCc1[nH]nc2c1C(CCC)C(C#N)=C(N)O2 (stereo unspecified),-3,5,5,-6,-2,i,-11,7,20,-1
COc1ccc(-c2nnc(N3CCOCC3)c3ccccc23)cc1,5,21,2,0,4,i,-20,16,-18,1

# Limited to IEC-6 cytotox, PolyA inhibitor and HSP90 inh, for some of the entries so far:
compound	IEC-6 cytotox	PolyA inhibitor	HSP90 inh
CN1CCc2nc(SCc3ccc(Cl)cc3)c(C#N)c(-c3cccs3)c2C1	-3	i	3
Cc1ccc(CNc2nc(N)c([N+](=O)[O-])c(NCCO)n2)cc1	7	i	3
Cc1ccc2c(c1)/C(=C/c1ccco1)C(=O)N2	10	i	2
CCCc1cc(=O)oc2c(C)c(OC(C)C(=O)NCc3ccccn3)ccc12 (stereo unspecified)	1	i	-4
O=C(O)C1CSC2c3ccccc3C(=O)N12 (stereo unspecified)	-4	i	1
Cc1cc(C)c(NC(=O)C2CC3CCC2C3)c(C)c1 (stereo unspecified)	1	i	0

# Next section.
SMILES,IEC-6 cytotox,aSyn UTR inh,HSF1 inh,GSK3B inh,GSK3 alpha inh,PolyA inhibitor,KLF5 inhibitor,HSF-1 act,AI-2 QS modul,HSP90 inh
CC(=O)C1=C(O)C(=O)N(CCC(=O)O)C1c1ccccc1[N+](=O)[O-] (stereo unspecified),3,-11,-8,4,0,i,-8,1,36,3
CCS(=O)(=O)Nc1ccc(C(=O)OC)cc1,-2,-7,-3,5,-7,i,-4,13,5,0
O=C(Cc1n[nH]c(=O)c2ccccc12)OCC(=O)c1ccc2c(c1)OCCO2,89*,80*,1,-1,1,i,77*,-13,15,0
CC(C)C(OC(=O)c1nsc(Cl)c1Cl)C(=O)NC(C)(C)C (stereo unspecified),-4,-7,-2,1,-1,i,2,4,-9,-1
O=C(O)c1ccc(CSc2nc3ccc(NC(=O)c4ccccc4C(=O)O)cc3s2)cc1,-7,15,-5,-1,-2,i,-3,-11,18,-1
CC(C)c1ccc2[nH]c(O)c(N=NC(=O)c3cccc(S(=O)(=O)Nc4ccccc4Cl)c3)c2c1,6,-20,-1,2,4,i,-34,33,6,-4
COC(=O)c1ccc(NC(=S)NCC2CC2)cc1,-3,-35,-28,1,-1,i,-11,-32,10,-1
CCOc1ccc(/C(O)=C2/C(=O)C(=O)N(c3ncccn3)C2c2ccc(C)cc2)cc1 (stereo unspecified),-7,-5,5,7,1,i,-4,3,35,-1

# Not all compounds are listed. The share of hits here may be higher or lower than overall.
